Source: PubChem BioAssay (National Center for Advancing Translational Sciences (NCATS))
JMJD2A Tudor inh = blocks the human JMJD2A Tudor domain; AlphaScreen JMJD2A-Tudor / H3K4me3 peptide binding; Potency, µM (series often up to 114 µM), for inactives: top-dose activity change, negative = inhibition, most hits filed as inhibitors; actives 4.4% (n = 390,000); note: potency is the fitted concentration of half-maximal effect; % is set by controls: 0 for no effect and ±100 for the full control effect; nearly all actives have a fitted effect of over 50% in size
GLS inh = blocks human kidney-isoform glutaminase activity; actives 0.21% (n = 410,000); Potency, µM (doses to about 45.5 µM), for the others: top-dose activity change, negative = inhibition, most hits filed as inhibitors; O94925; AID 624170; GLS enzymatic activity, qHTS titration; note: potency is the fitted concentration of half-maximal effect; % is set by controls: 0 for no effect and ±100 for the full control effect
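hKGA in 45 mM KH2PO4 (pH 8.2), 0.02% Tween-20 with compound, then 1mM L-Glutamine (stock as added) plus glutamate oxidase/HRP/Amplex red coupling mix. Fluorescence read initially and after 30 min at RT; signal change reflects glutamate formation.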
G9a block = blocks human histone lysine methyltransferase G9a; Potency, µM (doses to about 102 µM), without a hit: at the top dose activity, negative = inhibition, hits mostly inhibitors; G9a H3K9 monomethylation, AlphaScreen, 2 h; actives 8.8% (n = 350,000); Q96KQ7; AID 504332; note: potency is the fitted concentration of half-maximal effect; % is set by controls: 0 for no effect and ±100 for the full control effect; nearly all actives have a fitted effect of over 75% in size
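G9a (20 nM) was preincubated 15 min with compound, then reacted 2 h at room temperature with 500 nM biotin-H3K9 peptide and 20 µM SAM. Monomethyl-H3K9 detected by AlphaScreen using anti-H3K9me1 antibody.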
Pin1 inhibitor = human Pin1 inhibition; Q13526; Pin1 FP peptide displacement, HiFluor488, 10 min; Potency, µM (top dose mostly 115 µM), for the others: at the top dose activity, negative = inhibition, hits mostly inhibitors; actives 0.009% (n = 390,000); active = well fitted inhibition curve with a large enough effect in the polarisation, with a control signal flat, not every such curve was filed as active; inconclusive = small, poorly fitted or top-dose-only effect, or effect the other way, or a change in a side signal; inactive = no such curve, though single readings can be large or run the other way; the % refers to the polarisation; note: potency is the fitted concentration of half-maximal effect; % is set by controls: 0 for no effect and ±100 for the full control effect
HP1b chromo inh = HP1-beta chromodomain-methylated histone interaction inhibition; AlphaScreen HP1-beta / biotin-H3K9me3 peptide binding; Potency, µM (series often up to 114 µM), without a hit: at the top dose activity change, negative = inhibition, most hits filed as inhibitors; actives 0.56% (n = 390,000); AID 540317; note: potency is the fitted concentration of half-maximal effect; nearly all actives have a fitted effect of over 70% in size; inactives centre near 23
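HP1-beta protein (50 nM final) preincubated 30 min at room temperature with biotinylated H3(1-18)K9me3 peptide (50 nM) in PBS pH 7.4, 0.01% Tween-20, then compound added for 30 min. AlphaScreen streptavidin donor/nickel chelate acceptor beads (10 ug/mL final), 30 min dark, luminescence read.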
BAZ2B inh = blocks human BAZ2B; Q9UIF8; AlphaScreen BAZ2B-H3K14Ac peptide displacement; Potency, µM (top dose mostly 114 µM), for inactives: at the highest dose activity change, negative = inhibition, most hits filed as inhibitors; actives 4.4% (n = 360,000); note: potency is the fitted concentration of half-maximal effect; % is set by controls: 0 for no effect and ±100 for the full control effect; nearly all actives have a fitted effect of over 60% in size
Target sequence (Q9UIF8 whole entry, looked up): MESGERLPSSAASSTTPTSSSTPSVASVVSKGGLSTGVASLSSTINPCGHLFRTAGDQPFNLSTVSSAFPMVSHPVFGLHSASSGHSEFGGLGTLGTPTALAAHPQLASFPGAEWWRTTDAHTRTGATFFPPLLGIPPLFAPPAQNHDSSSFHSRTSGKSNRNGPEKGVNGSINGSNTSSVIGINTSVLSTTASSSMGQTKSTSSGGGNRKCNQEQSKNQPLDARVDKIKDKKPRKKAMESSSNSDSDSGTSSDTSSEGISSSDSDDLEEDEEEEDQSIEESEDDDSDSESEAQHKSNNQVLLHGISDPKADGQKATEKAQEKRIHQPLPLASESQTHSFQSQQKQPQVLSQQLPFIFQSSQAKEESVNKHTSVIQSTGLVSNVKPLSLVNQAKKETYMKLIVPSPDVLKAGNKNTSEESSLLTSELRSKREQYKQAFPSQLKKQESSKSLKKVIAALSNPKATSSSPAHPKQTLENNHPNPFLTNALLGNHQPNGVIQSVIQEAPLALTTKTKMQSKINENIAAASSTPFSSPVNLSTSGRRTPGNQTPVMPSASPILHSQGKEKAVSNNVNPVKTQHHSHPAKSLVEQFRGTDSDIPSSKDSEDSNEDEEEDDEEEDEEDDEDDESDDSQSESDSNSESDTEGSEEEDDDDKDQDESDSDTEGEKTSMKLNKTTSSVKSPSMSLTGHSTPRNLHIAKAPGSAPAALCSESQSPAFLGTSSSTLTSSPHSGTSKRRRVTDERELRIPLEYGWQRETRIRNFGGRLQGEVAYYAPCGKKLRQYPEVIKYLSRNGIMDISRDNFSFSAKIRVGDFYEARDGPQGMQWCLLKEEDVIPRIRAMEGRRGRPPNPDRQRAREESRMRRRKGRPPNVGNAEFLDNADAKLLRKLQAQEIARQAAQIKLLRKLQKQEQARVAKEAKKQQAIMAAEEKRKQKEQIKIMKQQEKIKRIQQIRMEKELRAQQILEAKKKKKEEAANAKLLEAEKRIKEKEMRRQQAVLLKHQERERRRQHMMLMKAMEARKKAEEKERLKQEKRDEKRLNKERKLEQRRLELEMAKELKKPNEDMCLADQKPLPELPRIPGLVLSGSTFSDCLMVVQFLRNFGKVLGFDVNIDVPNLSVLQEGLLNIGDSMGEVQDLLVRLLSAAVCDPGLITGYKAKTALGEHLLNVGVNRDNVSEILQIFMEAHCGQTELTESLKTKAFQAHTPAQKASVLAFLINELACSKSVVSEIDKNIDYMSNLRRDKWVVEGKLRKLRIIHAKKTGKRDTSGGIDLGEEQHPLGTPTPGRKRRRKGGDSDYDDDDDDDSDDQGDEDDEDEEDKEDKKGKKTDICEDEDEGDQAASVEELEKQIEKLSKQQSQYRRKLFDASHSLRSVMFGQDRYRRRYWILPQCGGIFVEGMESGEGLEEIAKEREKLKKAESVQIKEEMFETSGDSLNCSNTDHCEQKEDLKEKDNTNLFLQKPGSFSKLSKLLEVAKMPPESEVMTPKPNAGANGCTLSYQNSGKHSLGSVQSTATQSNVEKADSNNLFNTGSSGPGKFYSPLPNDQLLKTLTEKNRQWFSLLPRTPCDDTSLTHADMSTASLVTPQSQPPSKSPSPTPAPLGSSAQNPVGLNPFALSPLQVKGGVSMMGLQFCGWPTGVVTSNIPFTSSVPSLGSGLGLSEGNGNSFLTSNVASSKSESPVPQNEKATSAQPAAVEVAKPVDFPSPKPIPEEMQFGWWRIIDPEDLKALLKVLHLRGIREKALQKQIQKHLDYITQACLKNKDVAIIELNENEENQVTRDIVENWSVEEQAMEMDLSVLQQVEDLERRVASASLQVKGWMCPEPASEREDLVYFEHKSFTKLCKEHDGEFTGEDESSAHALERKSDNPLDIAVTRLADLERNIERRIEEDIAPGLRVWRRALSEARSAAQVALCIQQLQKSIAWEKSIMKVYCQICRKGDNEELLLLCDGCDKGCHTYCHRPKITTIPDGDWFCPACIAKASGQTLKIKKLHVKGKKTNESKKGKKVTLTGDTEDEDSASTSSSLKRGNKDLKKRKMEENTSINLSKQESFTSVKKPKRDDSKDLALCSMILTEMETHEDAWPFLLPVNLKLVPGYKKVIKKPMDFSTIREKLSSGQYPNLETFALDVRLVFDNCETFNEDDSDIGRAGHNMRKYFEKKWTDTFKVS
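BAZ2B 50 nM plus b-H3(5-23)K14Ac 50 nM, PBS pH 7.4/0.01% Tween-20, 30 min RT; compound added (max 110 uM), 30 min RT; streptavidin donor/Ni-chelate acceptor beads 10 ug/mL final, 20 min dark; AlphaScreen read.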
POLH inh = DNA polymerase eta (human) inhibition; Q9Y253; recombinant Pol eta, fluorescent DNA replication assay; Potency, µM (top dose mostly 114 µM), inactives show at the top dose activity change, negative = inhibition, hits mostly inhibitors; actives 1.2% (n = 390,000); note: potency is the fitted concentration of half-maximal effect; % is set by controls: 0 for no effect and ±100 for the full control effect
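Pol eta at 10 nM preincubated with compounds 15 min at room temperature; reaction started with fluorescent substrate (50 nM final) and read kinetically at 0 and 10 min.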
PGK inhibitor = blocks T. brucei phosphoglycerate kinase; P07378; PGK/GAPDH coupled, Kinase-Glo luminescence, 60 min; Potency, µM (series often up to 57.5 µM), inactives show top-dose activity change, negative = inhibition, most hits filed as inhibitors; actives 0.043% (n = 380,000); note: potency is the fitted concentration of half-maximal effect; % is set by controls: 0 for no effect and ±100 for the full control effect; nearly all actives have a fitted effect of over 60% in size
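Recombinant glycosomal PGK reaction used 1,3-bisphosphoglycerate generated in-well by GAPDH (100nM final) in 100mM TEA pH 7.6, 5mM MgCl2, 0.01% Tween-20. After 60 minutes at room temperature, ATP was read by Kinase-Glo Plus luminescence end-point.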
PI4K2A block = inhibitors of human PI4K2A; purified PI4K2A, ADP-Glo luminescence, 1 h; stronger effect = lower value; AID 1346378; actives 0.13% (n = 420,000); Q9BTU6; activity change, negative = inhibition, % at 76.9 µM; in the data active = activity change below about -50%; inconclusive = mostly about -30% to -49%;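 note: -100% = wells without enzyme as full effect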
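In this quantitative HTS, ADP production by PI4K2A was quantified luminescently after 1 h at ambient temperature; 100 microM adenosine served as plate-quality control.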
* = called active by the depositor; i = inactive; ? = inconclusive; . = no result given; & = joins results of further samples; [ ] = dose if it differs, or a comment. Unless noted, calls come from the whole dose curve; as a rule, active = well fitted curve in the direction sought with a large enough effect; inconclusive = small, poorly fitted or top-dose-only effect, or another doubt; inactive = no such curve, though single readings can be large; an effect the other way counts as inactive or inconclusive. These rows are one share of the data, so the mix of outcomes need not match the whole.

SMILES | JMJD2A Tudor inh | GLS inh | G9a block | Pin1 inhibitor | HP1b chromo inh | BAZ2B inh | POLH inh | PGK inhibitor | PI4K2A block
Cc1ccc(C(=O)OCC(=O)NCc2ccc(F)cc2)o1 | 8% | -4% | -4%[12.7 µM] | 0% | 50%[activator] | 6% | -8% | -10% | 1
CCCC(=O)Nc1ccc(C(=O)NN=C(C2CC2)C2CC2)cc1 | -11%[57.1 µM] | 2% | -1%[59 µM] | 1% | 60%[activator] | 5% | -5% | 10% | 3
Cc1nc(SC(C)C(=O)NC2CCCCC2C)c2c(C)c(C)sc2n1 (stereo not given) | 1% | -5% | -22% | -2% | 50%[activator] | -5% | -1% | -2% | -3
CC1SCC(NC(=O)c2ccccc2Cl)CS1 (stereo not given) | -8% | 9% | 0% | -10% | 33% | -5% | -15% | -6% | -19
Cc1ccc(N2C(=O)N(CC(=O)N3CCCc4ccccc43)C(=O)C2C)cc1 (stereo not given) | -24% | -7% | -2%[0.0925 µM] | -1% | 19% | -9% | -12% | -6% | 5
Cn1cnnc1-c1cccc(NC(=O)c2cc(F)c(F)cc2Cl)c1 | -15% | 4% | -34% | -1% | 22% | -1% | -7% | i | -2
Cc1cc(C)c2cc(CNC3CCCC3)c(Cl)nc2c1 | -4% | -4% | . | -1% | 37% | 2% | -15% | -2% | 1
COc1ccc(Nc2cc(C)c3cc(NC(=O)COc4cccc(C)c4)ccc3n2)cc1 | ? | -3% | ? | 23% | -5% | ? | -30% | 6% | 4
Cc1cc(C)cc(-n2ccnc2SCC(=O)Nc2ccccc2F)c1 | ? | -16% | 14µM* | -2% | ? | 28µM* | -11% | -10% | 3
CCOC(=O)C1(NC(=O)C2(NC(=O)CN3C(=O)c4ccccc4C3=O)CCCC2)CCCC1 | -9% | -1% | . | -1% | 24% | . | 13% | -1% | -4
Cc1ccc(Nc2nc(N3CCOCC3)c3ccccc3n2)cc1 | -19% | 4% | ? | 3% | 31% | -30% | -4% | -12% | 3
CC[C@]1(C(=O)OC)[C@H]2C(=O)N(Cc3ccccc3)C(=O)[C@H]2[C@H]2CN=C(SCc3ccccc3)N21 | ? | 9% | . | -1% | 22% | . | -9% | 1% | -4
Cc1cccc(C)c1NC(=O)C1(N(Cc2ccco2)C(=O)Cn2nnnc2N)CCCCC1 | -11% | 10% | 14% | 0% | 33% | -3% | -12% | -2% | -3
COC(=O)c1ccccc1NC(=S)NC(=O)c1ccccc1F | -11% | 11% | ? | 1% | 28% | ? | -7% | -5% | 5
CC(C)(C)C(=O)NC(=S)Nc1cc(C(=O)O)ccc1Cl | -7%[11.4 µM] | 14% | -1%[12.7 µM] | -5% | 67%[activator] | -1% | -8% | -9% | 0
CCC(C)(C)C1CCC(=NNC(=O)c2ccc(Br)o2)CC1 (stereo not given) | 5%[57.1 µM] | 12% | 14%[59 µM] | 0% | 28% | 2% | -6% | -9% | -2
Cc1nn(Cc2ccc(Cl)cc2Cl)c(C)c1NC(=O)c1sc2ccccc2c1Cl | 7% | -3% | . | -7% | 15% | -4% | -6% | 5% | 4
COc1ccc(Cc2nc3ccccc3[nH]c2=O)cc1 | -11%&-13% | 0%&-2% | ? | 2%&0% | 10%&8% | 3%&-1% | -18%&-19% | -8%&-7% | 0&-2
Cc1cc(-c2nn3c(-c4ccccc4)nnc3s2)c2ccccc2n1 | -28% | 1% | 2.2µM* | -4% | -23% | 2% | 6% | i | 2
O=C(c1cncc(Br)c1)N1CCN(c2ccc(N3CCOCC3)nn2)CC1 | -20% | 16% | ? | -3% | 45%[activator] | 1% | -14% | 0% | -6
COc1ccc(O)c(/C=N/NC(=O)CN2CCS(=O)(=O)CC2)c1 | -27% | 21% | 41% | 0% | 56%[activator] | -11% | -10% | 3% | 7
CCCCOc1ccc(/C(O)=C(\C#N)c2nc3ccccc3[nH]2)cc1 | -32% | -11% | -6% | 0% | 8% | 7% | -15% | -5% | 4
CC(C)(C)NC(=O)c1ccc2c3c(cccc13)CC2 | 0% | 2% | 18% | 0% | 42%[activator] | -3% | -15% | -3% | -1
COc1ccc(S(=O)(=O)NCCc2csc3nc(-c4ccc(OC)c(OC)c4)nn23)cc1C | -16% | -5% | 8%[59 µM] | -10% | -3% | -36% | -21% | i | -2

Shown as comma-separated lines: 8 of the compounds above
SMILES,JMJD2A Tudor inh,GLS inh,G9a block,Pin1 inhibitor,HP1b chromo inh,BAZ2B inh,POLH inh,PGK inhibitor,PI4K2A block
Cc1nn(Cc2ccc(Cl)cc2Cl)c(C)c1NC(=O)c1sc2ccccc2c1Cl,7%,-3%,.,-7%,15%,-4%,-6%,5%,4
COc1ccc(Cc2nc3ccccc3[nH]c2=O)cc1,-11%&-13%,0%&-2%,?,2%&0%,10%&8%,3%&-1%,-18%&-19%,-8%&-7%,0&-2
Cc1cc(-c2nn3c(-c4ccccc4)nnc3s2)c2ccccc2n1,-28%,1%,2.2µM*,-4%,-23%,2%,6%,i,2
O=C(c1cncc(Br)c1)N1CCN(c2ccc(N3CCOCC3)nn2)CC1,-20%,16%,?,-3%,45%[activator],1%,-14%,0%,-6
COc1ccc(O)c(/C=N/NC(=O)CN2CCS(=O)(=O)CC2)c1,-27%,21%,41%,0%,56%[activator],-11%,-10%,3%,7
CCCCOc1ccc(/C(O)=C(\C#N)c2nc3ccccc3[nH]2)cc1,-32%,-11%,-6%,0%,8%,7%,-15%,-5%,4
CC(C)(C)NC(=O)c1ccc2c3c(cccc13)CC2,0%,2%,18%,0%,42%[activator],-3%,-15%,-3%,-1
COc1ccc(S(=O)(=O)NCCc2csc3nc(-c4ccc(OC)c(OC)c4)nn23)cc1C,-16%,-5%,8%[59 µM],-10%,-3%,-36%,-21%,i,-2

Next section
SMILES | JMJD2A Tudor inh | GLS inh | G9a block | Pin1 inhibitor | HP1b chromo inh | BAZ2B inh | POLH inh | PGK inhibitor | PI4K2A block
O=C(NCCN1C(=O)S/C(=C/c2cccnc2)C1=O)c1ccc(S(=O)(=O)N2CCCC2)cc1 | -19% | -2% | . | 0% | 3% | . | ? | -10% | -4
Oc1ccccc1/C=N/N1CCN(c2ccccn2)CC1 | ? | 21% | -5% | 0% | 5% | ? | -25% | -8% | -22
C=CCNC(=O)c1ccc2nccnc2c1 | -17% | ? | -12%[59 µM] | -10% | 59%[activator] | -3% | 1% | -12% | 1
Cc1cccc(C)c1NC(=O)c1c(C)oc2c1C1=NCCN1C=N2 | -17% | -5% | -22%[59 µM] | -6% | 20% | -23% | 1% | -2% | 0
Cc1ccccc1NC(=O)COc1coc(CN2CCN(c3ccccc3)CC2)cc1=O | -19% | 17% | ? | -7% | 7% | -2% | -7% | 3% | 0
CC1(C)CC(=O)C2=C(C1)Nc1ccccc1NC2c1cccs1 (stereo not given) | 1% | 5% | 14% | 0% | 37% | -17% | -21% | -12% | 2
CCOc1ccc(CCNC(=O)CCc2nnc3ccc(N4CCCC4)nn23)cc1OCC | -15% | 1% | -10% | 0% | 33% | -5% | -4% | -4% | -5
COc1cc(/C=N/NC(=O)C(=O)Nc2ccccn2)ccc1O | ? | 20% | -20% | -2% | 24% | -8% | -17% | 1% | -2
COc1ccc2oc(C(=O)NCc3cc(OC)c(OC)cc3OC)c(C)c2c1 | 35µM* | -13% | ? | 2% | ? | ? | -3% | -2% | 3
O=[N+]([O-])c1ccc(C(c2sc3nc(-c4ccco4)nn3c2O)N2CCN(Cc3ccccc3)CC2)cc1 (stereo not given) | ? | 13% | ? | -2% | -14% | ? | -8% | -7% | -4
CCC(C)(C)NC(=O)C(C)OC(=O)c1nsc(Cl)c1Cl (stereo not given) | -4% | 0% | 1%[59 µM] | -3% | 13% | 0% | -3% | -9% | -1
O=C(C1CCCN(S(=O)(=O)c2cnc[nH]2)C1)N(CCc1ccccc1)Cc1ccccc1 (stereo not given) | -11% | 1% | 0% | -1% | 29% | 7% | -18% | 8% | -4
CCOc1ccc(S(=O)(=O)N2CCN(S(=O)(=O)c3ccc(C(C)=O)cc3)CC2)cc1 | -4% | 0% | -9% | 4% | 14%[57 µM] | ? | -8% | 15% | -3
CSCCC(NC(=O)COc1ccccc1)C(=O)N1CCC(C(N)=O)CC1 (stereo not given) | -16% | 15% | 19%[59 µM] | -1% | 51%[activator] | 14% | -6% | 7% | -1
COc1ccc(S(=O)(=O)N(C)c2ccc(OC(=O)C(C)Oc3ccc(F)cc3)cc2)cc1 (stereo not given) | 0% | 0% | -6% | -5% | 39% | -2% | -16% | 0% | 5
CNc1nc(SCc2ccccc2Cl)nc2c1CCCC2 | 31% | 2% | -24%[12.7 µM] | ? | 74%[activator] | 23% | -8% | -9% | 9
CCOC(=O)c1cc(-c2ccccc2)sc1NC(=S)Nc1cccc(C)n1 | -12% | 12% | . | 16% | 15% | -7% | -4% | -9% | 10
O=C(c1[nH]ncc1[N+](=O)[O-])N1CCOCC1 | -6% | -14% | 55%[activator] | -5% | 18% | -1% | 9% | -6% | -4
COc1ccc(C(=O)NC2CCN(C(=S)NCc3ccco3)CC2)cc1 | -8% | -4% | 3%[59 µM] | 0% | 17% | 7% | -8% | i | 1
COc1ccc(CNC(=O)CCCn2nc(C)c([N+](=O)[O-])c2C)cc1 | -14% | 1% | -4% | -8% | 18% | 5% | -7% | 12% | 0
